M5 PAM = human M5 muscarinic receptor positive allosteric modulators, primary screen, CHO-K1 cells, Fluo-8 calcium fluorescence. Muscarinic acetylcholine receptor M5 (Homo sapiens), P08912. CHO-K1 hM5, ACh EC20 PAM; 0% = ACh EC20, 100% = ACh EC100. activation, % at 3 µM. 360,000 tested, 0.3% active;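 active means activation above the run cutoff, the mean activation of all test compounds plus 3 SD, cut at about 18% in these data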
Target sequence (P08912 whole entry, looked up): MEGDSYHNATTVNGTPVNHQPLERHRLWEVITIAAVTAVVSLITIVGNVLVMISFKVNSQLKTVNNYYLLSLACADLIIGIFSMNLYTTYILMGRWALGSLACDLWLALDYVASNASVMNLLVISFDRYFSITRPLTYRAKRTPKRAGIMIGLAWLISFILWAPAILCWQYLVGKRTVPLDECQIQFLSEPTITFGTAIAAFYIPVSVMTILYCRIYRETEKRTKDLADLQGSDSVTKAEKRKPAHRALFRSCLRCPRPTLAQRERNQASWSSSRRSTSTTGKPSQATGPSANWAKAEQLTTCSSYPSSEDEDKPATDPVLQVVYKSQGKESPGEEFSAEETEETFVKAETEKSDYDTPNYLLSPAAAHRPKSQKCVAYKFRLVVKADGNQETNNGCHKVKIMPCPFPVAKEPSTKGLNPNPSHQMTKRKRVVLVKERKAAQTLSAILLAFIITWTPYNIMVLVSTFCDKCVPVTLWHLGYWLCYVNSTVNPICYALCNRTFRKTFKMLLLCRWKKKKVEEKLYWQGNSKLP
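Measured by: Fluo-8 calcium fluorescence; material: human M5 receptor in CHO-K1 cells; schedule: Post-acetylcholine fluorescence recording 140 s; benchmarks: low control EC20 acetylcholine (0%), high control EC100 acetylcholine (100%); read-out: Max/basal fluorescence ratio as % of EC20–EC100 ACh window; compound: single dose, 3 µM nominal final test concentration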
M4 PAM = human M4 muscarinic receptor positive allosteric modulators, primary screen, CHO-K1 cells, Fluo-8 calcium fluorescence. AID 624126, 2012. CHO-K1 hM4/Gqi5, ACh EC20; 0% = ACh EC20, 100% = maximal ACh. 360,000 tested, 0.4% active. Muscarinic acetylcholine receptor M4 (Homo sapiens), P08173. activation, % at 3 µM;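 active means activation above its plate's cutoff, the mean activation of sample wells plus 3 SD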; further: some results filed as inactive read as strong as hits
TAAR1 antag = human TAAR1 antagonists, primary screen, Fluo-8 calcium fluorescence, CHO RD-HGA16 cells | inhibition, % at 3 µM | antagonist | Trace amine-associated receptor 1 (Homo sapiens), Q96RJ0 | AID 624466, 2012 | 360,000 tested, 1.5% active;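 active means inhibition above a per-plate cutoff, the mean inhibition of test compounds on that plate plus 3 SD, cut at about 49% in these data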;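 further: 0% = DMSO plus EC80 beta-PEA response and 100% = DMSO alone without agonist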
Target sequence (Q96RJ0 whole entry, looked up): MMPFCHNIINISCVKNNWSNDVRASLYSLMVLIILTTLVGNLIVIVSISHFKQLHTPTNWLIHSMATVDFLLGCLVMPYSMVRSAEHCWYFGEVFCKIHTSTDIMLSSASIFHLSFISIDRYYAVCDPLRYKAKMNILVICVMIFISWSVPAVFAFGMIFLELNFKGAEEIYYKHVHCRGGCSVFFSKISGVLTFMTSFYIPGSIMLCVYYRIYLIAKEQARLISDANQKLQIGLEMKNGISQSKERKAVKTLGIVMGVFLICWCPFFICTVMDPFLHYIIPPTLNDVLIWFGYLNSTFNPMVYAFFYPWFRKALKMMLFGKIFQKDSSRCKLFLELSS
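test system = CHO RD-HGA16 cells bearing hTAAR1 | replication = singlicate | controls = DMSO-only wells and EC80 β-PEA-stimulated wells | reagent = EC80 β-phenethylamine stimulus | read-out basis = percent inhibition of PEA-evoked calcium signal, max/basal emission ratio | schedule = seeding 17-24 h prior, 75-min 37 °C, 30-min RT dye loading | signal = kinetic Fluo-8 calcium fluorescence measurement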
CRFR2-BP antag = antagonists of CRF-BP/CRF-R2 complex, primary screen, cell-based, HEK293, calcium dye fluorescence, uHTS. CRF-induced calcium fluorescence. inhibition, % at 11.8 µM. 350,000 tested, 0.59% active;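 active means inhibition of the ligand-induced calcium signal above about 50% at the single tested concentration, limit read from the data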
CHO-K1 Ca PAM = nonselective calcium activators in parental CHO-K1 cells, primary screen, counter-screen for M1 PAM project, cell-based, Fluo-8 calcium fluorescence, full deck, 1536-well. ATP EC20; 0% at ATP EC20, 100% at ATP max. activation, % at 3 µM. 360,000 tested, 0.02% active;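 active means activation above the run cutoff, the mean activation of all test compounds plus 3 SD, cut at about 40% in these data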;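 further: peak over basal fluorescence ratio in a 140 s read after ATP addition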
CHRM5 agonist = human M5 muscarinic receptor agonists, primary screen, CHO-K1 cells, Fluo-8 calcium fluorescence. activation, % at 3 µM. Muscarinic acetylcholine receptor M5 (Homo sapiens), P08912. CHO-K1 hM5 cells; 0% DMSO wells, 100% maximal acetylcholine response. 360,000 tested, 0.19% active;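 active means activation above the run's mean over test compounds plus 3 SD, cut at about 23% in these data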;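 further: signal is peak over basal fluorescence ratio across the kinetic read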
TAAR1 agonist = human TAAR1 agonists, primary screen, Fluo-8 calcium fluorescence, CHO RD-HGA16 cells; AID 624467, 2012; vehicle wells 0%, saturating PEA agonist 100%; activation, % at 3 µM; 360,000 tested, 0.99% active;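 active means activation above the mean activation of all test compounds in the run plus 3 SD, cut at about 38% in these data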
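System: CHO RD-HGA16 cells carrying human TAAR1 plus Gα16; Incubation: 17-24 h seeding, 75 min 37 °C dye, 30 min RT; Measured by: Fluo-8 fluorescence, 5 s baseline then 140 s kinetic read; Control set: DMSO and PEA EC100; Replication: single well for each compound.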
CHRM5 antagonist = human M5 muscarinic receptor antagonists, primary screen, CHO cells, Fluo-8 calcium fluorescence | Muscarinic acetylcholine receptor M5 (Homo sapiens), P08912 | CHO-hM5 cells, ACh EC80 | inhibition, % at 3 µM | 360,000 tested, 0.59% active | AID 624040, 2012;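 active means inhibition above a per-plate cutoff, the mean of that plate's test compounds plus 3 SD, cut at about 27% in these data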;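 further: 0% = acetylcholine EC80 with DMSO and 100% = DMSO without agonist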
CRFR2-BP ag = agonists of CRF-BP/CRF-R2 complex, primary screen, cell-based, HEK293, calcium dye fluorescence, uHTS. CRF-binding protein / CRF receptor 2 complex (human). calcium dye fluorescence (FLIPR); percent of saturating CRF peptide response. activation, % at 13.2 µM. 350,000 tested, 0.46% active;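 active means activation of at least 50%, plus an integration ratio under a set limit after plate pattern correction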;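 further: plate controls were neutral control wells without compound for no effect and CRF at EC100 for full effect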
* hit, by the source's call.

`O=C(O)c1ccc(COc2ccccc2/C=C2\NC(=O)N(Cc3ccccc3)C2=O)cc1` gave M5 PAM 5.8, M4 PAM 10.1, TAAR1 antag 5.2, CRFR2-BP antag -4.7, CHO-K1 Ca PAM 15.5, CHRM5 agonist 0.8, TAAR1 agonist 6.7, CHRM5 antagonist -10.1 and CRFR2-BP ag 0.7.
For O=C(NCCCN1CCOCC1)c1cc2c([nH]c3ccccc32)c(-c2cccc(Br)c2)n1 the results were M5 PAM 0.2, M4 PAM 3.0, TAAR1 antag 24.0, CRFR2-BP antag -8.7, CHO-K1 Ca PAM -1.5, CHRM5 agonist 5.5, TAAR1 agonist 4.0, CHRM5 antagonist 3.8 and CRFR2-BP ag -0.8.
O=C(COc1ccccc1Cl)Nc1ccc(N2CCN(C(=O)c3ccccc3)CC2)cc1 was read as M5 PAM 3.2, M4 PAM 0.2, TAAR1 antag 68.9*, CRFR2-BP antag -17.4, CHO-K1 Ca PAM -0.8, CHRM5 agonist 3.4, TAAR1 agonist 13.5, CHRM5 antagonist -13.6 and CRFR2-BP ag -2.0.
CCCOc1ccc2oc(=O)c3c(c2c1)CCCN3C(=O)CN1CCc2ccccc2C1 was read as M5 PAM 1.1, M4 PAM 12.8, TAAR1 antag 2.6, CRFR2-BP antag -16.0, CHO-K1 Ca PAM 21.9, CHRM5 agonist -6.9, TAAR1 agonist 72.7*, CHRM5 antagonist -6.6 and CRFR2-BP ag 2.7.
For CC(C)C(=O)Nc1cc2c(cc1C(=O)c1ccccc1)OCCO2 the results were M5 PAM 2.6, M4 PAM 5.0, TAAR1 antag 16.6, CRFR2-BP antag 8.6, CHO-K1 Ca PAM 19.9, CHRM5 agonist 8.8, TAAR1 agonist 13.4, CHRM5 antagonist -12.3 and CRFR2-BP ag 0.2.
For CC(=O)N1CCN(C(=S)c2ccc(N(C)C)cc2)CC1 the results were M5 PAM -4.2, M4 PAM 10.1, TAAR1 antag 13.0, CRFR2-BP antag 19.5, CHO-K1 Ca PAM 18.3, CHRM5 agonist 0.3, TAAR1 agonist 3.7, CHRM5 antagonist 6.3 and CRFR2-BP ag -2.5.
`C[C@H]1CN([C@@H](C)CO)C(=O)c2cccc(NC(=O)C3CC3)c2O[C@H]1CN(C)Cc1ccc(C(F)(F)F)cc1` gave M5 PAM 2.9, M4 PAM -2.5, TAAR1 antag -7.4, CRFR2-BP antag 7.9, CHO-K1 Ca PAM 4.2, CHRM5 agonist 0.7, TAAR1 agonist 1.4, CHRM5 antagonist 5.7 and CRFR2-BP ag 0.0.
Screening COCCNc1nc(N)c([N+](=O)[O-])c(NC2CCCCC2)n1 returned M5 PAM 4.2, M4 PAM 1.9, TAAR1 antag -20.2, CRFR2-BP antag -31.7, CHO-K1 Ca PAM 20.7, CHRM5 agonist 2.6, TAAR1 agonist 21.1, CHRM5 antagonist 11.7 and CRFR2-BP ag -3.0.
Screening Cc1ccc(NC2=C(Cl)C(=O)OC2OC(=O)c2ccco2)cc1 (stereo not drawn) returned M5 PAM -1.6, M4 PAM -4.8, TAAR1 antag 11.6, CRFR2-BP antag 12.4, CHO-K1 Ca PAM -2.4, CHRM5 agonist -2.6, TAAR1 agonist 15.6, CHRM5 antagonist -1.1 and CRFR2-BP ag -0.5.
CC1CCCCC1NC(=O)CSc1ncnc2sccc12 (stereo not drawn) was read as M5 PAM -2.3, M4 PAM -0.6, TAAR1 antag -10.0, CRFR2-BP antag 24.6, CHO-K1 Ca PAM 12.9, CHRM5 agonist 0.2, TAAR1 agonist 4.8, CHRM5 antagonist 0.5 and CRFR2-BP ag -0.9.
Screening CCc1ccnc(NS(=O)(=O)c2ccc3c(c2)CCO3)c1 returned M5 PAM 3.0, M4 PAM -1.7, TAAR1 antag -7.2, CRFR2-BP antag -7.2, CHO-K1 Ca PAM 15.5, CHRM5 agonist -3.5, TAAR1 agonist 1.2, CHRM5 antagonist -2.8 and CRFR2-BP ag -3.1.
For O=C(CCCN1C(=O)CCC1=O)Nc1cccc(C(F)(F)F)c1 the results were M5 PAM -0.6, M4 PAM -5.4, TAAR1 antag 6.4, CRFR2-BP antag -31.8, CHO-K1 Ca PAM 5.5, CHRM5 agonist -0.3, TAAR1 agonist 1.2, CHRM5 antagonist -1.2 and CRFR2-BP ag 1.0.
For COc1ccc(CNc2ccc(S(=O)(=O)N3CCN(C)CC3)cn2)cc1OC the results were M5 PAM 1.5, M4 PAM 2.8, TAAR1 antag -19.8, CRFR2-BP antag 3.1, CHO-K1 Ca PAM 5.0, CHRM5 agonist 0.4, TAAR1 agonist 2.5, CHRM5 antagonist -0.9 and CRFR2-BP ag -0.1.
O=C(Nc1cccc(-c2nc3ccccc3o2)c1)c1ccc(N2C(=O)C3C4C=CC(C4)C3C2=O)cc1 (stereo not drawn) was read as M5 PAM -19.5, M4 PAM -15.7, TAAR1 antag 63.4*, CRFR2-BP antag -7.8, CHO-K1 Ca PAM 18.3, CHRM5 agonist 0.1, TAAR1 agonist 21.2, CHRM5 antagonist 12.6 and CRFR2-BP ag 4.6.
Screening CCCCN1C(=O)C(CC(=O)NCCCN(C)C)CC(C(=O)N2CCCCCC2)=C1C (stereo not drawn) returned M5 PAM -7.6, M4 PAM 0.8, TAAR1 antag 4.4, CHO-K1 Ca PAM 3.5, CHRM5 agonist -0.5, TAAR1 agonist 0.1 and CHRM5 antagonist 7.0.
COc1cc(Br)c(-c2sc(Nc3ccccc3)n[n+]2-c2ccc(F)cc2)cc1OC was read as M5 PAM 9.8, M4 PAM 2.0, TAAR1 antag 3.7, CRFR2-BP antag -6.4, CHO-K1 Ca PAM 15.4, CHRM5 agonist 4.7, TAAR1 agonist 13.4, CHRM5 antagonist 1.2 and CRFR2-BP ag -1.6.
Screening O=C(Nc1ccc(Br)cc1)Nc1ccccc1F returned M5 PAM -11.1, M4 PAM -11.8, TAAR1 antag 12.3, CRFR2-BP antag -25.4, CHO-K1 Ca PAM 0.8, CHRM5 agonist 2.5, TAAR1 agonist 16.4, CHRM5 antagonist 0.6 and CRFR2-BP ag 3.1.
c1ccc(Nc2nc(-c3ccccc3)nc3ccccc23)cc1 was read as M5 PAM 0.5, M4 PAM -1.3, TAAR1 antag 14.5, CRFR2-BP antag -20.0, CHO-K1 Ca PAM 13.1, CHRM5 agonist -5.3, TAAR1 agonist 1.8, CHRM5 antagonist 2.3 and CRFR2-BP ag -0.9.
CSc1ccc(C(=O)C2CCCN(Cc3ccc(N4CCNC4=O)cc3)C2)cc1 (stereo not drawn) was read as M5 PAM -14.1, M4 PAM -21.8, TAAR1 antag -32.8, CRFR2-BP antag -6.8, CHO-K1 Ca PAM 13.4, CHRM5 agonist -11.2, TAAR1 agonist 1.9, CHRM5 antagonist -4.0 and CRFR2-BP ag -0.7.
Screening Cc1ccc(SCC(=O)Nc2ccc(S(=O)(=O)Nc3nccs3)cc2)cc1 returned M5 PAM 3.9, M4 PAM 9.9, TAAR1 antag 0.2, CRFR2-BP antag -10.4, CHO-K1 Ca PAM 11.8, CHRM5 agonist -0.1, TAAR1 agonist 7.1, CHRM5 antagonist 4.9 and CRFR2-BP ag 4.1.

2 compounds drawn at random from those above, as already listed:
For O=C(CCCN1C(=O)CCC1=O)Nc1cccc(C(F)(F)F)c1 the results were M5 PAM -0.6, M4 PAM -5.4, TAAR1 antag 6.4, CRFR2-BP antag -31.8, CHO-K1 Ca PAM 5.5, CHRM5 agonist -0.3, TAAR1 agonist 1.2, CHRM5 antagonist -1.2 and CRFR2-BP ag 1.0.
`C[C@H]1CN([C@@H](C)CO)C(=O)c2cccc(NC(=O)C3CC3)c2O[C@H]1CN(C)Cc1ccc(C(F)(F)F)cc1` gave M5 PAM 2.9, M4 PAM -2.5, TAAR1 antag -7.4, CRFR2-BP antag 7.9, CHO-K1 Ca PAM 4.2, CHRM5 agonist 0.7, TAAR1 agonist 1.4, CHRM5 antagonist 5.7 and CRFR2-BP ag 0.0.

Next part:
`Cc1ccc(S(=O)(=O)NC2OC(=O)C(Cl)=C2Cl)cc1` (stereo not drawn) gave M5 PAM 8.5, M4 PAM 5.3, TAAR1 antag -2.8, CRFR2-BP antag 19.9, CHO-K1 Ca PAM 25.3, CHRM5 agonist -2.2, TAAR1 agonist 16.0, CHRM5 antagonist -10.2 and CRFR2-BP ag 0.3.
COc1ccc2oc(=N)c(C(=O)NCc3ccccc3)cc2c1 was read as M5 PAM -3.2, M4 PAM -3.3, TAAR1 antag 1.3, CRFR2-BP antag 2.8, CHO-K1 Ca PAM 1.1, CHRM5 agonist 5.6, TAAR1 agonist 2.1, CHRM5 antagonist 2.8 and CRFR2-BP ag -2.7.
For CC1(C)C=C(c2ccc(O)cc2)CC(C)(C)N1 the results were M5 PAM -2.6, M4 PAM -2.1, TAAR1 antag -28.1, CRFR2-BP antag -9.0, CHO-K1 Ca PAM 4.5, CHRM5 agonist -2.6, TAAR1 agonist 3.7, CHRM5 antagonist 0.5 and CRFR2-BP ag -0.2.
Screening O=C(CCNC(=O)c1ccccc1)OCN1C(=O)c2ccccc2C1=O returned M5 PAM -2.2, M4 PAM 0.5, TAAR1 antag -10.0, CRFR2-BP antag 3.4, CHO-K1 Ca PAM 10.1, CHRM5 agonist -0.7, TAAR1 agonist 9.0, CHRM5 antagonist 0.9 and CRFR2-BP ag -0.4.
Screening COc1ccc(-c2cc3nc(C)cc(N4CCN(C(=O)c5cccnc5)CC4)n3n2)cc1 returned M5 PAM -2.3, M4 PAM 0.9, TAAR1 antag 2.2, CRFR2-BP antag 16.1, CHO-K1 Ca PAM 32.5, CHRM5 agonist 1.9, TAAR1 agonist 0.9, CHRM5 antagonist 2.4 and CRFR2-BP ag 3.9.
Screening CSCCC(NC(=O)CCC(=O)OCC(=O)[C@@]1(O)CCC2[C@@H]3CCC4=CC(=O)C=C[C@]4(C)C3[C@@H](O)C[C@@]21C)C(=O)O (stereo partly drawn) returned M5 PAM 4.0, M4 PAM -2.6, TAAR1 antag 13.8, CRFR2-BP antag 6.1, CHO-K1 Ca PAM -0.4, CHRM5 agonist -4.1, TAAR1 agonist -1.5, CHRM5 antagonist 4.1 and CRFR2-BP ag 9.5.
CN(C(=O)c1cccc(NC(=O)Cc2ccc(NC(=O)C3CCN(C(=O)CCc4ccccc4)CC3)cc2)c1)C1CCC1 was read as M5 PAM 2.1, M4 PAM 6.1, TAAR1 antag -22.3, CRFR2-BP antag 1.4, CHO-K1 Ca PAM 14.9, CHRM5 agonist -1.5, TAAR1 agonist -0.5, CHRM5 antagonist -5.2 and CRFR2-BP ag -1.3.
